PvdQ inh = blocks Pseudomonas aeruginosa PvdQ acylase activity | purified PvdQ acylase, fluorescence plate reader | inhibition, % at 10 µM | 340,000 compounds, 0.063% hits; in the data active = inhibition above about 30%, passing the limit was not always enough; inconclusive = no clear call, values can overlap the other calls;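 also: 0% = vehicle neutral wells and 100% = reference inhibitor wells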
DAGLB inhibitor = diacylglycerol lipase beta (human) inhibition. Q8NCG7. HEK293T DAGLB membrane lysate, EnzChek fluorogenic substrate. inhibition, % at 5.17 µM. 340,000 compounds, 0.059% hits. AID 504411; in the data active = inhibition above about 34%;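 also: 0% = enzyme with vehicle and 100% = wells lacking enzyme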
Target sequence (Q8NCG7 whole entry, looked up): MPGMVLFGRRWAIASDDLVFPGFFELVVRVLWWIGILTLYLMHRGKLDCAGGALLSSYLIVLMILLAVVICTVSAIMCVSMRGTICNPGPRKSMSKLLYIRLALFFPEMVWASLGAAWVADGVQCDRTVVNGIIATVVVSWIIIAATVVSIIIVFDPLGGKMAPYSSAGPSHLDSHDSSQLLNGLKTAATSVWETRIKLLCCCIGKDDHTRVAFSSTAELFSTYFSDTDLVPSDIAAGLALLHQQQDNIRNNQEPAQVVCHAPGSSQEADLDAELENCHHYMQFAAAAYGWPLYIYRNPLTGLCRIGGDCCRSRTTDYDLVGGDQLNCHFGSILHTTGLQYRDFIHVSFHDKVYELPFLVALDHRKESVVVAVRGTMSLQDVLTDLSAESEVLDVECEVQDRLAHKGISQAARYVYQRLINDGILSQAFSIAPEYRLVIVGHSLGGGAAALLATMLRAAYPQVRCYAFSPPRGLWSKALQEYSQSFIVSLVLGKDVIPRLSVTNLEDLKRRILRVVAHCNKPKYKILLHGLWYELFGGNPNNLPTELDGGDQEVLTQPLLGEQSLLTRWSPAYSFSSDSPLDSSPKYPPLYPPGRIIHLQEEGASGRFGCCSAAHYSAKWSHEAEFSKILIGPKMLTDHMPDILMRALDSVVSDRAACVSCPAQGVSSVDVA
AddAB inh = less growth of phage-infected E. coli with AddAB | inhibition, % at 11.9 µM | E. coli expressing H. pylori AddAB, absorbance growth | 330,000 compounds, 0.29% hits; in the data active = inhibition above about 12%;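 also: 0% = vehicle wells of infected cells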
PfHsp90 set2 = inhibits growth of yeast expressing Plasmodium falciparum Hsp90; S. cerevisiae expressing PfHsp90, BacTiter-Glo ATP, 48 h; yeast lacking PDR1 and PDR3 efflux regulators; inhibition, % at 9.4 µM; 310,000 compounds, 0.32% hits; AID 504621;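 active = every replicate shows inhibition above about 80%, whatever the replicate mean, limit read from the data; inconclusive = mean inhibition reaches the set limit but some replicate falls short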;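 also: 0% = DMSO neutral controls and 100% = 20 µM radicicol positive controls; yeast relying on Plasmodium falciparum Hsp90 in place of its own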
Tat transport = blocks Tat-dependent protein export in E. coli. E. coli MC4100 TorA-mCherry Tat export, fluorescence. inhibition, % at 10 µM. 340,000 compounds, 0.036% hits. AID 488895;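 active = mean replicate inhibition at least 50% and at least half of replicates individually reaching 50%; inconclusive = only one of the two criteria met; inactive = neither criterion met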;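 also: exported cargo escapes ClpAP degradation while cytoplasmic cargo is degraded and loses fluorescence; 0% = median of neutral control wells and 100% = median of NaSCN control wells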
phage Ecoli inh = E. coli growth loss with phage present. growth absorbance. inhibition, % at 11.9 µM. 360,000 compounds, 0.26% hits. AID 651602; in the data active = inhibition above about 11%
Rtt109 Vps75 = C. albicans Rtt109 histone acetyltransferase inhibition; purified Rtt109/Vps75, ThioGlo CoA-SH fluorescence, 4 h; Q5AAJ8; inhibition, % at 34.9 µM; 330,000 compounds, 0.16% hits;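 active = inhibition of at least 50% in every replicate; inconclusive = best replicate reaches 50% inhibition but some replicates fall short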
Target sequence (Q5AAJ8 whole entry, looked up): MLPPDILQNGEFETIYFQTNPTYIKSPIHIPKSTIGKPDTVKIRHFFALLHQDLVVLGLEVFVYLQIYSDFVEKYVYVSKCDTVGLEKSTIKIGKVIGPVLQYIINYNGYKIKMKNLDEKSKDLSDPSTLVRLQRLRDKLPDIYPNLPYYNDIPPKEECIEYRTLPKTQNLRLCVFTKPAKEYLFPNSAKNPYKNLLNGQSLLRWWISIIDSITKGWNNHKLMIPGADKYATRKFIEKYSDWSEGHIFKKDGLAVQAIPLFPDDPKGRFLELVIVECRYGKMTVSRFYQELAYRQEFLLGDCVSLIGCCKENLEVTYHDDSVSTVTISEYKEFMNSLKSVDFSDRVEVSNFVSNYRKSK
CAL PDZ inh = human CAL PDZ-peptide interaction inhibition; AID 504414; Q9HD26; purified CAL PDZ, TMR-peptide fluorescence polarization, 1 h; 330,000 compounds, 0.02% hits; inhibition, % at 20 µM;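 active = highest replicate inhibition of at least 40%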;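 also: plate controls were DMSO neutral control wells for no effect and unlabeled competitor peptide control wells for full effect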
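Test system: tagged CAL PDZ domain / Buffer or medium: sodium phosphate/NaCl buffer pH 7.4 with TCEP, IgG, Thesit / Reagent: TMR-labelled reporter peptide T*-PRC34 bound in PDZ groove / Compound dosing: single point, 20 µM / Schedule: 1 h incubation at room temperature before polarization reading / Technique: fluorescence polarization (mP) / Benchmarks: unlabelled peptide, DMSO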
Wnt act = activators of Wnt/beta-catenin signaling | Wnt/beta-catenin reporter cell assay, activator, plate reader | activation, % at 9.35 µM | 300,000 compounds, 1.2% hits; in the data active = activation above about 30%, passing the limit was not always enough; inconclusive = no clear call, values can overlap the other calls;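 also: 0% = neutral control wells and 100% = positive control wells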
E coli growth = reduces bacterial viability in AddAB counter-screen. E. coli V3065 growth, OD600 absorbance, 18 h. inhibition, % at 11.9 µM. 330,000 compounds, 0.27% hits. AID 449728;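 active = inhibition above the campaign's mean inhibition across all tested compounds plus 3 SD, cut at about 9.9% in these data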;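 also: uninfected addAB+ strain grown without phage in ampicillin broth; 0% = DMSO wells and 100% = ciprofloxacin 0.95 µg/ml wells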
* hit, by the source's call; ? = inconclusive; · = no result given. Random draw from the library; about 1.9% have a hit in one of these screens.

Compound | PvdQ inh | DAGLB inhibitor | AddAB inh | PfHsp90 set2 | Tat transport | phage Ecoli inh | Rtt109 Vps75 | CAL PDZ inh | Wnt act | E coli growth
CCOc1ccc(N=Cc2c(O)cc(C)oc2=O)cc1 | 18 | -5 | -0.3 | 1 | -1 | 1.4 | -7 | -1.9 | -3 | -2.7
CCCCC(=O)NC(=S)Nc1cc([N+](=O)[O-])ccc1OC | -13 | -4 | -1.7 | · | 3 | 1.9 | -17 | 0.3 | -3 | -1.9
COc1ccc(Nc2nc(N)nc(CSCCO)n2)cc1 | -9 | 0 | 2.2 | 9 | 0 | 0.8 | 2 | · | 0 | 1.5
CC(NC(=O)c1ccc(C(C)(C)C)cc1)C(c1cccs1)N1CCOCC1 (stereo unspecified) | -11 | 0 | 0.4 | 49 | -1 | 1.6 | -9 | -1.6 | 0 | -0.7
CCOc1ccc(/C=C2\CCCc3c2nc2ccccc2c3C(=O)O)cc1OC | -3 | -165 | 0.7 | · | -5 | · | -407 | -2.4 | · | -0.4
COc1ccc(OC)c(C(=O)Nc2ccc3[nH]ccc3c2)c1 | -13 | 2 | 1.4 | 22 | 4 | 4.0 | -1 | 0.4 | -1 | 3.4
CCn1c(SCC(=O)NCc2ccccc2)nc2c(c1=O)SC(C)C2 (stereo unspecified) | -19 | -2 | 0.6 | -11 | -7 | 3.6 | 2 | -0.3 | -4 | -0.3
COc1cc(C(C)=O)ccc1OCc1nnc(-c2ccccc2Br)o1 | -12 | -2 | 2.6 | 2 | 4 | -1.8 | -9 | 0.0 | 3 | -1.1
CSCC(=O)N1CCC(CCC(=O)NC2CC2)CC1 | -18 | -3 | 2.4 | -10 | 9 | 1.9 | -3 | -1.7 | -1 | -0.5
O=C(NNC(=O)c1cccc2ccccc12)c1ccc(F)cc1 | -8 | 0 | · | 7 | 1 | 3.5 | -1 | -0.5 | 1 | ·
Cc1cccc(OCCCN2C(=O)C(=O)c3cc(C)ccc32)c1 | -12 | 4 | -0.9 | -47 | -6 | -0.1 | 6 | -0.9 | -11 | 0.0
COc1ccc(CN(Cc2ccc(C(=O)O)cc2)C(=S)Nc2cccc(C)c2)cc1OC | 1 | 3 | 0.9 | 10 | -1 | 4.3 | 15 | -0.6 | -2 | 1.9
Cc1nnc(SCc2nnc(-c3cccs3)o2)n1C1CCCCC1 | -9 | -3 | 0.3 | 8 | 1 | 5.7 | 1 | -4.7 | -2 | 1.2
NC(=O)CCCn1c(C(=O)c2ccc(Cl)cc2)c2ccc([N+](=O)[O-])cc2[n+]1[O-] | 12 | 3 | 7.3 | -30 | 0 | 2.6 | -4 | -0.9 | 2 | 3.6
CC(=O)Nc1ccc(/C=N/Nc2ccc(C(=O)c3c(C)cc4ccccn34)cc2[N+](=O)[O-])cc1 | -7 | 2 | 0.0 | -11 | -4 | 0.7 | 3 | -2.2 | -9 | 2.9
CCCCN=C(N)/C(C(=O)OCC)=C(\O)c1ccc(OC)cc1 | 3 | -2 | 2.0 | 8 | 10 | -2.0 | 17 | -0.5 | · | 1.1
CCS(=O)(=O)N1CCCC(C(=O)NCCCN(C)Cc2ccccc2)C1 (stereo unspecified) | -16 | -3 | -0.7 | -28 | 5 | 1.8 | -17 | -0.5 | · | 2.9
CCN(C[C@H]1N[C@@](Cc2ccccc2)(C(=O)OC)[C@H]2C(=O)N(C)C(=O)[C@@H]12)C(=O)Nc1ccccc1 | 7 | -3 | 4.0 | 15 | 3 | 2.9 | -1 | -0.7 | -2 | 0.9
Cn1c(=O)c(=O)n(C)c2cc(S(=O)(=O)N3CC(=O)N(CCc4ccccc4)C(=O)C3)ccc21 | -4 | -3 | 1.6 | 6 | -2 | 0.8 | -1 | -1.4 | -2 | 2.1
CCOc1ccc(C(C)NC(=O)Nc2ccc(F)cc2F)cc1 (stereo unspecified) | -18 | -2 | -2.4 | -2 | 4 | 2.6 | -3 | 8.9 | -2 | -1.5
O=C(O)CCC(=O)OCC1CCCCC1 | -13 | 3 | 0.5 | · | -8 | 3.4 | 5 | 0.0 | 0 | 0.4
CC1CCCCC1NC(=O)Cn1cc([N+](=O)[O-])ccc1=O (stereo unspecified) | 2 | -1 | -1.2 | -11 | -3 | 5.2 | 5 | -2.2 | -16 | -1.9
COc1cccc(C2c3[nH]c4ccccc4c3CCN2Cc2ncc[nH]2)c1 (stereo unspecified) | -8 | 2 | 0.1 | -66 | 2 | 2.4 | -2 | -0.1 | 2 | -0.5
Nc1nc2sc3c(c2cc1C(=O)NCC(=O)O)CCCC3 | -17 | -1 | 1.3 | 8 | -11 | 3.0 | -2 | -0.2 | 1 | 2.5
COc1ccc(CN2CC(C(=O)NCCCN3CCN(Cc4ccccc4)CC3)CC2=O)cc1 (stereo unspecified) | -17 | -2 | 0.0 | -22 | 0 | · | 5 | 1.3 | · | 2.1
CCn1cc(C2Nc3ccccc3C(=O)N2O)c(C)n1 (stereo unspecified) | -14 | 2 | 0.8 | -31 | 4 | 1.4 | 3 | -1.5 | · | 2.1
Clc1ccc(SCCCCn2cncn2)cc1 | 5 | 3 | 0.5 | -4 | 1 | -0.8 | · | -2.0 | · | -0.5
COc1ccc(CN2C(=O)c3oc4ccccc4c(=O)c3C2c2ccc(O)c(OC)c2)cc1 (stereo unspecified) | -13 | 2 | 1.1 | -18 | 7 | -0.5 | -3 | -2.2 | 5 | 4.2
O=C(COC(=O)C1CC2C=CC1C2)NCc1ccc(F)cc1 (stereo unspecified) | -12 | -2 | 0.5 | -7 | -3 | 2.7 | -1 | -3.2 | -3 | 1.0
Cc1ccc2c(c1)N(CCC(=O)NCCCN1CCCC1)C(=O)C(C)O2 (stereo unspecified) | -1 | -2 | 4.6 | 7 | -4 | 0.1 | 7 | -0.9 | -1 | -0.4
CCO[C@@H]1OC(C(=O)O)=C[C@H](C)[C@H]1CCCO | -2 | 2 | 3.7 | 7 | ? | 2.5 | -1 | -0.7 | 0 | -2.9
C=CCN(Cc1cccc(OC)c1OC)S(=O)(=O)N(C)C | -10 | -3 | 0.6 | -9 | -2 | -0.2 | -12 | 0.2 | 1 | 0.5
CS(=O)(=O)c1ccc(Cl)c(NC(=O)CNC(=O)c2ccc3c(c2)OCO3)c1 | -16 | 3 | -3.7 | 9 | 3 | 1.0 | 1 | -1.6 | -1 | -2.0
CCCCC(=O)N=c1sc2cc(S(C)(=O)=O)ccc2n1C | -7 | 1 | 0.7 | 5 | -1 | · | -2 | -1.0 | · | -2.1
CCN(CC)c1ccc(/C=N/NC(=O)CNC(=O)c2ccccn2)cc1 | 2 | -1 | -1.2 | 2 | -6 | 4.1 | 2 | -1.4 | 5 | 1.6
Cc1nnc(Sc2nc3c(c(=O)n(C)c(=O)n3C)n2Cc2ccc(Cl)cc2)s1 | -8 | 0 | 1.9 | 7 | -2 | 1.2 | 7 | -0.6 | -2 | -0.8
CCOC(=O)CSc1ncc(-c2cccc(Cl)c2)cn1 | 3 | -6 | 0.9 | · | 0 | 4.5 | -13 | · | · | -0.2
COc1ccc([N+](=O)[O-])cc1NC(=O)c1ccccc1N(C)S(C)(=O)=O | -26 | 2 | -1.5 | 9 | -2 | 2.3 | -14 | -0.4 | -2 | -2.8
O=C(OCC(=O)N1CCCCC1)c1cc(S(=O)(=O)N2CCOCC2)c(Cl)cc1Cl | -16 | -1 | -1.9 | · | 3 | 4.8 | 15 | -1.1 | -2 | 0.6
COc1ccc(C(=O)NCCS(=O)(=O)N2CCC3(CC2)OCCO3)cc1 | -8 | 0 | 2.2 | 1 | -2 | 1.8 | -1 | -4.4 | 3 | -1.0
CCn1c(SCc2nc(-c3ccc(Cl)cc3)no2)nnc1-c1ccco1 | -8 | -5 | 4.5 | -3 | 8 | 1.3 | 2 | -0.9 | · | 1.2
O=C(CN(C(=O)CCC(=O)Nc1nccs1)c1ccccc1F)NCC1CCCO1 (stereo unspecified) | -7 | 3 | 3.1 | 0 | -1 | 0.1 | -3 | -4.3 | -2 | 1.6
Cc1nn(-c2ccccc2)c(NC(=O)c2ccccc2)c1Br | -7 | 0 | 1.5 | 14 | 2 | 0.1 | 4 | -3.1 | -3 | 1.8
CC(CC(=O)N(CCC1=CCCCC1)c1c(N)n(Cc2ccccc2)c(=O)[nH]c1=O)c1ccccc1 (stereo unspecified) | 4 | 5 | 0.1 | -12 | -1 | 0.4 | 3 | -2.3 | 0 | -2.1
O=C1CCC(=O)N1CCc1c[nH]c2ccccc12 | 5 | -2 | 3.5 | -11 | -3 | 3.6 | 3 | 0.3 | 1 | 0.9
O=[N+]([O-])c1ccc(C2=NN(CCO)C(=Nc3ccc(OC(F)(F)F)cc3)SC2)cc1 | -10 | -5 | -0.7 | -7 | 7 | -0.5 | 6 | 0.1 | -4 | -2.3
Cc1ccc(NS(=O)(=O)c2c(C)[nH]c(C)c2C(=O)N2CCCCC2)cc1F | -1 | 2 | 2.4 | -11 | 7 | 2.6 | 0 | -2.6 | 0 | -0.2
CC(=O)c1cccc(N2C(=NC(=O)C3CCCCC3)SC3CS(=O)(=O)CC32)c1 (stereo unspecified) | -16 | 0 | 1.5 | -19 | 2 | -0.7 | 6 | -2.8 | -1 | -1.9
CC1(C)CN(c2ccccc2)N(C(=O)c2ccc(C#N)cc2)C1=O | -6 | -5 | 3.5 | -10 | -2 | 1.2 | -8 | -0.8 | -3 | -0.6
O=C(CCCc1nc(-c2ccc(Cl)cc2)no1)N1CCOCC1 | -6 | 2 | 2.1 | 11 | 8 | 1.6 | 3 | -0.5 | · | -2.9

Continuation:
Compound | PvdQ inh | DAGLB inhibitor | AddAB inh | PfHsp90 set2 | Tat transport | phage Ecoli inh | Rtt109 Vps75 | CAL PDZ inh | Wnt act | E coli growth
COCc1nc2sc(C)c(C)c2c(=O)[nH]1 | -5 | 3 | -1.9 | 0 | -10 | 2.1 | 0 | · | · | -0.4
C=CCn1c(SCC(=O)Nc2ccc(C(=O)O)cc2)nnc1-c1cccnc1 | -13 | 0 | 1.5 | 10 | 1 | 2.5 | -13 | -1.0 | 17 | -2.2
COc1cc(CN2CCN(Cc3cccc(OC)c3OC)CC2)cc(OC)c1 | -5 | -7 | -1.1 | 3 | -11 | -2.3 | 5 | 0.9 | 0 | -0.3
CN(CC(=O)Nc1ccc(N2CCOCC2)cc1)C(=O)c1ccc(O)c(Cl)c1 | -14 | -2 | -0.7 | 3 | -3 | 0.9 | -12 | -2.0 | -1 | -0.2
CC(C)(C)C(=O)OCCNc1nc(-c2ccccc2)nc2ccccc12 | -16 | -9 | 2.6 | 19 | 10 | 4.3 | -1 | -1.0 | · | -0.3
O=C(NC1CCCC1)C(c1ccccn1)N(C(=O)c1csnn1)c1ccccc1Br (stereo unspecified) | -8 | 0 | -2.1 | 13 | -15 | 3.5 | -6 | -0.9 | 3 | -1.4
COc1ccc(-c2nn(-c3ccccc3)cc2C(=O)Nc2nccs2)cc1 | -10 | -2 | -0.2 | -25 | 21 | -3.1 | -12 | -3.2 | -2 | -3.0
